High-throughput results: PubChem BioAssay, National Center for Advancing Translational Sciences (NCATS)
Pin1 inhibitor: inhibitors of human Pin1. Potency, µM (top dose mostly 115 µM), inactives show at the highest dose activity, negative = inhibition, most hits filed as inhibitors. Pin1 FP peptide displacement, HiFluor488, 10 min. Q13526. 390,000 compounds, 0.009% hits; active = well fitted inhibition curve with a large enough effect in the polarisation, with a control signal flat, not every such curve was filed as active; inconclusive = small, poorly fitted or top-dose-only effect, or effect the other way, or a change in a side signal; inactive = no such curve, though single readings can be large or run the other way; the % refers to the polarisation; also: potency is read from the fitted curve at half-maximal effect; % is scaled to controls: 0 for no effect and ±100 for the full control effect
Target sequence (Q13526 whole entry, looked up): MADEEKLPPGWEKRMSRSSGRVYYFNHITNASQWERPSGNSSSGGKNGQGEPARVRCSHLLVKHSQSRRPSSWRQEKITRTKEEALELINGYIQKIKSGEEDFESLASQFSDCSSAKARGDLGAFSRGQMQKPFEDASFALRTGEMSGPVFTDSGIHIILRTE
TRHR PAM: TRH receptor (human) allosteric enhancement | 360,000 compounds, 0.66% hits | P34981 | enhancement, % at 2 µM | TRHR cells, fluo-8 calcium fluorescence, EC20 TRH enhancement; in the data active = enhancement above about 30%; also: 0% is about no effect
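TRHR-expressing cells loaded with fluo-8 calcium dye were read kinetically (ex 480/em 530) during compound addition, then stimulated with an EC20 of TRH (10 nM final). Enhancement of the Gq-mediated intracellular calcium response was scored.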
D2 ag: activates the human D2 dopamine receptor | P14416 | HEK293 T-REx D2 cells, calcium flux agonist mode | activation, % at 2 µM | 340,000 compounds, 0.53% hits | AID 485358;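 active = activation over 3 SD above normal in the single-dose calcium agonist read, cut at about 30% in these data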; also: 0% is about no effect
Target sequence (P14416 whole entry, looked up): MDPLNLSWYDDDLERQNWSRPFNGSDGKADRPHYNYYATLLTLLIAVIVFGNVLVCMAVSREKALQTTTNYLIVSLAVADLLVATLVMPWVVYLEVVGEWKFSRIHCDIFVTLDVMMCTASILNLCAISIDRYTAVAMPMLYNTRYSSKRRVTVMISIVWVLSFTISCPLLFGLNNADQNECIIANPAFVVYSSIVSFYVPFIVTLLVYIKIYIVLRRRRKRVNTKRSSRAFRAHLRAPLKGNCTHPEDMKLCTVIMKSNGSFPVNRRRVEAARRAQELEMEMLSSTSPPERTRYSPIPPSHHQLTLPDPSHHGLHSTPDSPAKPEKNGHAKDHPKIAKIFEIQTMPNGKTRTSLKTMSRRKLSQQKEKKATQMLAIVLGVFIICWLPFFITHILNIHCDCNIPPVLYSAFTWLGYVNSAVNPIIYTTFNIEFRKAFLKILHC
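Tetracycline-induced HEK293 T-REx cells with force-coupled D2 receptor, plated overnight at 30 C, loaded with no-wash calcium dye. After a 10 s baseline, compound was pin-added and calcium flux read kinetically for 180 s; calcium rises flagged agonists.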
IDH1 R132H inh: blocks human mutant IDH1 R132H enzyme; Potency, µM (titrated, usually from 76.6 µM), for inactives: at the highest dose activity change, negative = inhibition, most hits filed as inhibitors; O75874; IDH1-R132H enzyme, NADPH consumption, diaphorase/resazurin fluorescence; 390,000 compounds, 0.093% hits; AID 602179; also: potency is read from the fitted curve at half-maximal effect; % is scaled to controls: 0 for no effect and ±100 for the full control effect; nearly all actives have a fitted effect of over 65% in size
Target sequence (O75874 whole entry R132H, stated change not applied): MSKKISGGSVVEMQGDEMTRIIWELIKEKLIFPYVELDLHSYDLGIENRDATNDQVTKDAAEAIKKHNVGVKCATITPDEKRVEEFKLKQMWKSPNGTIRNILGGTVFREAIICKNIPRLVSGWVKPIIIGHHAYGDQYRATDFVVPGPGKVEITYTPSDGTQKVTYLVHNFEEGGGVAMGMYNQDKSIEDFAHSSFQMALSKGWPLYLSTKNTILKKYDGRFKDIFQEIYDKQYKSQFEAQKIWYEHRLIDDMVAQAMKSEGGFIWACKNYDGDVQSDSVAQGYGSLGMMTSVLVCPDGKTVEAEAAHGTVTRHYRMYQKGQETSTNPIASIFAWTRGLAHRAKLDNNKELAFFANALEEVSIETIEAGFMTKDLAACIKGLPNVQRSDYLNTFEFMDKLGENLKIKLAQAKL
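IDH1-R132H (0.5 ug/mL dispensed) in pH 7.5 Tris buffer was preincubated 30 min with compound, then given a substrate mix of 0.016 mM NADPH and 2 mM alpha-KG for 80 min at room temperature; remaining NADPH was read by diaphorase/resazurin fluorescence.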
D2 antagonist: antagonists of human D2 dopamine receptor; P14416; AID 485344; inhibition, % at 10 µM; 340,000 compounds, 2% hits; HEK293 TREx D2 cells, calcium flux, dopamine EC80; in the data active = inhibition above about 30%; also: 0% is about no effect
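Dopamine at EC80 is the agonist stimulus; test compounds precede it by 180 s. Calcium flux read kinetically in a force-coupled, inducible HEK293 T-REx D2 cell line.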
TrxR1 substrate: substrates of rat thioredoxin reductase 1; purified TrxR1 substrate turnover, NADPH consumption readout; Potency, µM (doses to about 114 µM), inactives show at the highest dose activity change, negative = substrate turnover; 390,000 compounds, 0.01% hits; also: potency is read from the fitted curve at half-maximal effect; % is scaled to controls: 0 for no effect and ±100 for the full control effect; nearly all actives have a fitted effect of over 50% in size
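Rat TrxR1, dispensed at 90 nM, was prereduced with 400 uM NADPH (final) for 5 min at ~22 deg C, then incubated with compound 15 min before 400 uM selenite. A first-read NADPH fluorescence drop versus no-compound background flagged substrates.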
USP1-UAF1 inh: inhibitors of human USP1/UAF1 deubiquitinase | Potency, µM (series often up to 57.1 µM), for inactives: top-dose activity change, negative = inhibition, usual class: inhibitors | recombinant USP1/UAF1, Ub-Rhodamine cleavage fluorescence | O94782 | 390,000 compounds, 0.23% hits; also: potency is read from the fitted curve at half-maximal effect; % is scaled to controls: 0 for no effect and ±100 for the full control effect; nearly all actives have a fitted effect of over 60% in size; inactives centre near -12
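USP1/UAF1 complex (1 nM) preincubated 15 min at room temperature with compound, then Ub-Rho substrate (150 nM final) added. Kinetic fluorescence at 480/540 nm over 6 reads at 60 s intervals; 50 mM HEPES pH 7.8, 0.5 mM EDTA, 0.1 mg/ml BSA, 1 mM TCEP, 0.01% Tween-20.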
TRHR agonist: activates the human TRH receptor. P34981. TRHR cells, calcium flux fluo-8, FDSS agonist mode. activation, % at 2 µM. 360,000 compounds, 0.18% hits; in the data active = activation above about 30%; also: 0% is about no effect
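In this calcium-flux screen, cells bearing human TRHR are dye-loaded with fluo-8, baselined for 10 cycles, then exposed to library compounds; positive kinetic calcium responses during the agonist phase mark hits, with TRH as control.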
rTrxR1 inhibitor: blocks rat thioredoxin reductase 1 | recombinant rTrxR1, NADPH fluorescence consumption, selenite substrate | Potency, µM (highest dose often 114 µM), inactives show top-dose activity change, negative = inhibition, actives largely listed as inhibitors | 390,000 compounds, 1% hits; also: potency is read from the fitted curve at half-maximal effect; % is scaled to controls: 0 for no effect and ±100 for the full control effect; nearly all actives have a fitted effect of over 65% in size
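Rat TrxR1 (90 nM in the dispensed reagent) was pre-reduced with 400 uM NADPH for 5 min at room temperature, then incubated with compound for 15 min. After 400 uM selenite was added, NADPH fluorescence (Ex 340/Em 450 nm) was followed for 8 min.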
The depositor's hits bear a star; ? = inconclusive; nt = not tested or not shown; [ ] = remark or other dose. Unless noted, calls follow the shape of the dose curve; as a rule, active = well fitted inhibition curve with a large enough effect; inconclusive = small, poorly fitted or top-dose-only effect; inactive = no such curve, though single readings can be large or run the other way.

entry	structure	Pin1 inhibitor	TRHR PAM	D2 ag	IDH1 R132H inh	D2 antagonist	TrxR1 substrate	USP1-UAF1 inh	TRHR agonist	rTrxR1 inhibitor
1	Cc1ccc(CC2C(=O)N(c3cc(C)ccc3C)C(=O)C2C)cc1 (stereo unspecified)	-5.3%	2.1	0.8	0.6%	17.5	-6.6%[11.4 µM]	-17.1%	-0.7	25.1%
2	O=[N+]([O-])c1ccc2c(c1)nc1n2CCSC1	-1.5%	-6.1	0.1	2.9%	-13.7	1.2%[57.1 µM]	8.7%	0.1	-1.7%[57.1 µM]
3	CC(Nc1ccc(-c2nc(-c3ccncc3)no2)cc1[N+](=O)[O-])c1ccccc1 (stereo unspecified)	-3.0%	6.8	-1.4	10.8%	nt	-1.4%	-25.3%	-1.2	5.8%
4	Cc1cc(N2C(=O)C(=O)/C(=C(/O)c3ccccc3)C2c2cccc(Br)c2)no1 (stereo unspecified)	-3.0%	nt	nt	-2.9%	nt	3.8%	-13.4%	nt	?
5	O=C(Cn1nnc(-c2cccc(C(F)(F)F)c2)n1)NNS(=O)(=O)c1cccc(C(F)(F)F)c1	-0.7%	-3.0	0.2	-1.0%	8.5	-5.8%	-23.0%	-1.3	16.1%
6	COc1ccc2nc(SCC(=O)Nc3ccc4sc(C)nc4c3)c(C#N)cc2c1	76.8%[activator]	-12.8	0.9	2.5%	19.0	8.5%	-21.3%	3.7	15.5%
7	COc1ccc(C(=O)Nc2ccc(Br)cn2)cc1S(=O)(=O)N1CCOCC1	2.8%	5.6	0.0	-14.2%	6.0	11.7%	-24.6%	0.6	29.3%
8	COC(=O)CN(C#N)c1nc(SC)nc(N(C)C)n1	-5.8%	-1.6	-0.1	0.0%	7.2	9.0%	-18.4%	-0.4	12.9%
9	CS(=O)(=O)N1CCC(C(=O)Nc2cc(Cl)ccc2Cl)CC1	-1.0%	3.9	-0.3	-8.7%	12.9	7.0%	-28.3%	-0.8	28.4%
10	Cc1nc(C)n(C(C)CC(=O)O)n1 (stereo unspecified)	1.2%	22.6	0.2	-4.4%	-26.5	4.1%	-0.4%	0.4	10.0%
11	CCOC(=O)Cc1csc(NC(=O)CSc2nnc(C3CC3)n2C)n1	2.0%	0.3	0.6	18.5%	15.0	0.5%	3.1%	0.5	-1.8%
12	COc1ccc(-c2noc(N3CCC(C(=O)Nc4ccc(C)c(F)c4)CC3)n2)cc1OC	4.0%	2.7	0.0	15.9%	nt	6.3%	?	0.0	18.6%
13	CC(C)C[C@H]1COCCS(=O)(=O)N1Cc1ccc(Cl)c(Cl)c1	-6.5%	nt	nt	-0.8%	nt	-0.6%[57.1 µM]	-31.9%	nt	3.6%[57.1 µM]
14	C#CCOCCOCCOCCNc1nc(N2CCN(C(=O)CCCCCCCCCCNC(=O)Cn3cc(CCCCCN)nn3)CC2)nc(N2CCN(C(=O)CCCCCCCCCCNC(=O)[C@H](CO)n3cc(CCCCCN)nn3)CC2)n1	2.2%	-2.0	12.6	0.5%	-1.4	8.9%	-14.8%	13.4	?
15	COc1ccccc1NS(=O)(=O)c1ccc(C(=O)N2CCCC(C)C2)cc1 (stereo unspecified)	-1.8%	-2.1	-0.6	11.0%	1.8	8.5%	-22.8%	1.2	24.3%
16	COc1ccc(C2CC(=O)C(C=NCCN3CCN(C(C)=O)CC3)=C(O)C2)cc1OC (stereo unspecified)	nt	-4.1	0.8	nt	-3.2	nt	nt	0.1	nt
17	NC(=O)CC(NC(=O)c1ccccc1)c1ccc(NCCc2ccc(F)cc2)c([N+](=O)[O-])c1 (stereo unspecified)	27.8%	6.7	0.4	-14.2%	0.8	2.5%[57.1 µM]	-31.8%	0.0	22.0%[57.1 µM]
18	COC(=O)C1=C(C)NC(=O)/C1=C\c1ccc2c(c1)OCO2	?	-3.9	1.2	7.5%	-8.1	-7.0%	-24.8%	0.6	?
19	COc1ccc(NC(=O)c2sc3nc(C)nc(N4CCOCC4)c3c2C)c(OC)c1	5.7%	3.8	-0.8	-2.0%	4.1	7.7%	-4.4%	0.0	14.5%
20	O=C(NCc1ccccc1)C(c1ccc(F)cc1)N(C(=O)c1csnn1)C1CC1 (stereo unspecified)	0.8%	-2.2	-0.5	-26.2%	15.6	-5.6%	-13.8%	0.4	-5.9%

3 entries already listed, sorted by the number in TRHR agonist, rising:
nr | canonical_smiles | TRHR agonist
19 | COc1ccc(NC(=O)c2sc3nc(C)nc(N4CCOCC4)c3c2C)c(OC)c1 | 0.0
11 | CCOC(=O)Cc1csc(NC(=O)CSc2nnc(C3CC3)n2C)n1 | 0.5
14 | C#CCOCCOCCOCCNc1nc(N2CCN(C(=O)CCCCCCCCCCNC(=O)Cn3cc(CCCCCN)nn3)CC2)nc(N2CCN(C(=O)CCCCCCCCCCNC(=O)[C@H](CO)n3cc(CCCCCN)nn3)CC2)n1 | 13.4

Later entries
entry	structure	Pin1 inhibitor	TRHR PAM	D2 ag	IDH1 R132H inh	D2 antagonist	TrxR1 substrate	USP1-UAF1 inh	TRHR agonist	rTrxR1 inhibitor
21	CN1CCC(OC(=O)c2ccccc2)CC1	-0.6%	-0.3	-0.5	11.9%	11.7	4.0%	-21.4%	-1.2	21.4%
22	Cc1cc(C(=O)Nc2sc(C)c(-c3ccc(F)cc3)c2C(N)=O)no1	-13.7%	8.1	0.2	3.8%	6.4	46.9%[activator]	-3.3%	-0.6	18.2%
23	COc1cccc2c1Oc1ncccc1N(C(=O)CCC(=O)NCc1ccc(OC(C)C)cc1)C2	-7.1%	-12.4	nt	27.8%	nt	5.8%	-6.3%	-1.1	19.0%
24	CCOC(=O)c1sc(NC(=O)c2ccccc2OCC)nc1C	1.8%	-2.9	-0.1	1.7%	-8.1	10.8%[57.1 µM]	-17.5%	0.0	10.0%[57.1 µM]
25	CCc1nnc(NS(=O)(=O)c2ccc(NCc3cc(Cl)cc(Cl)c3O)cc2)s1	?	10.6	0.5	0.6%	9.1	4.7%	-11.8%	0.1	5.9%
26	Cc1ccc(OCC(=O)OCC(=O)c2cccc([N+](=O)[O-])c2)cc1C	-0.9%	1.1	-0.8	-2.2%	0.2	-6.4%	-14.7%	0.4	4.2%[57.1 µM]
27	C=Cn1cc[n+](CC(=O)c2ccc(Cl)c(Cl)c2)c1	-1.3%	5.5	-0.4	-0.6%	15.2	2.4%	-19.3%	-0.3	2.9%
28	CCOC(=O)CNC(=O)Nc1nnc(-c2ccc(OCC)cc2)o1	-1.6%	-6.2	-0.3	-1.6%	2.6	25.3%	-12.4%	0.0	9.1%
29	O=C(CN1CCCC1)OCCCc1ccccc1	-5.1%	-0.9	0.9	7.7%	12.7	4.1%[57.1 µM]	-3.8%	0.5	11.3%[57.1 µM]
30	Cc1cc(NC(=O)CCN2CCN(C/C=C/c3ccccc3)CC2)ccc1Br	-0.9%	-0.2	0.4	4.0%	-3.3	-4.0%[57.1 µM]	-15.7%	0.2	10.9%[57.1 µM]

Given with values under each structure: 2 of the compounds above
Every second line gives: Pin1 inhibitor | TRHR PAM | D2 ag | IDH1 R132H inh | D2 antagonist | TrxR1 substrate | USP1-UAF1 inh | TRHR agonist | rTrxR1 inhibitor
24: CCOC(=O)c1sc(NC(=O)c2ccccc2OCC)nc1C
→ 1.8% | -2.9 | -0.1 | 1.7% | -8.1 | 10.8%[57.1 µM] | -17.5% | 0.0 | 10.0%[57.1 µM]
21: CN1CCC(OC(=O)c2ccccc2)CC1
→ -0.6% | -0.3 | -0.5 | 11.9% | 11.7 | 4.0% | -21.4% | -1.2 | 21.4%

(continued)
entry	structure	Pin1 inhibitor	TRHR PAM	D2 ag	IDH1 R132H inh	D2 antagonist	TrxR1 substrate	USP1-UAF1 inh	TRHR agonist	rTrxR1 inhibitor
31	Cc1ccc(S(=O)(=O)NCCC(=O)NCC(c2ccco2)N2CCCCC2)cc1C (stereo unspecified)	-3.6%	-1.9	nt	-13.9%	nt	-3.2%[57.1 µM]	1.2%	-0.5	-1.9%[57.1 µM]
32	COc1cc(/C=N/NC(=O)[C@H](Cc2c[nH]c3ccccc23)NC(=O)OCC(C)C)cc([N+](=O)[O-])c1O	?	-1.9	0.2	1.1%	0.1	-19.5%	-24.6%	-0.4	-8.7%
33	Cc1ccccc1CNC(=O)C1CCC(=O)N(C2CCCCCC2)C1 (stereo unspecified)	-1.9%	-5.6	0.1	-1.0%	3.2	2.5%	-17.3%	0.4	13.4%
34	COCCNC(=O)c1ccc(-n2c(SCc3ccncc3)nc3ccccc3c2=O)cc1	1.5%	1.5	-0.2	2.8%	-7.4	-4.2%[57.1 µM]	-13.0%	0.2	10.5%[57.1 µM]
35	CCCN(CCC)C(=O)c1cn(C)c2ccc(S(=O)(=O)N3CCCC3)cc2c1=O	5.6%	-6.8	1.6	0.1%	13.9	6.3%	-22.4%	0.0	20.6%
36	O=C(COC(=O)c1ccc([N+](=O)[O-])o1)Nc1ncc(Cl)cc1Cl	?	nt	nt	7.0%	nt	8.8%[57.1 µM]	?	nt	-40.2%[57.1 µM]
37	COc1ccc(N2CC(C(=O)Nc3nccs3)CC2=O)cc1 (stereo unspecified)	-0.7%	-3.5	0.0	6.7%	2.0	-1.3%	-10.7%	1.5	-7.5%
38	COc1ccc(N(C(=O)CCl)C(C(=O)NCCc2ccccc2)c2cccs2)cc1 (stereo unspecified)	-6.9%	4.3	4.5	-1.6%	-16.4	1.3%	-22.8%	0.1	11.2µM*
39	Nc1ccccc1C(=O)NC1CCCCNC1=O (stereo unspecified)	-1.5%	-10.3	0.3	2.2%	0.9	39.0%[activator][57.1 µM]	-13.1%	0.3	12.6%[57.1 µM]
40	O=C(CSc1nc(-c2ccccc2)c(-c2ccccc2)[nH]1)NCCN1C(=O)CSC1=O	3.1%	2.9	-1.1	2.2%	-8.2	30.6%[activator]	-21.1%	-0.5	9.3%
41	COC(=O)c1cc(OC)ccc1-c1ccc(OC)cc1	-0.8%	-1.4	0.0	1.9%	-8.1	29.7%	?	-0.6	18.7%

These rows are one share of the data. The share of hits here may be higher or lower than overall.
